KB-V1 cytotox = kills drug-selected multidrug resistant KB-V1 cells | Potency, µM (doses to about 46.1 µM), without a hit: at the top dose activity change, negative = cytotoxicity, actives largely listed as cytotoxic | AID 1347076 | actives 3.4% (n = 400,000) | KB-V1 MDR cells viability, CellTiter-Glo, 72 h; note: potency is the fitted concentration of half-maximal effect; % is set by controls: 0 for no effect and ±100 for the full control effect; nearly all actives have a fitted effect of over 60% in size
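KB-V1 cells (P-gp-expressing MDR subline of KB-3-1) in phenol-red-free DMEM with 10% FBS were exposed to library compounds over a concentration series for 72 h at 37 degrees C. Viability read by CellTiter-Glo luminescence; concentration-effect curves fitted after normalization.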
IL1B secr inh = inhibitors of inflammasome signaling (IL-1 beta secretion); AID 743279; activity change, % at 57.5 µM; actives 4.7% (n = 360,000); THP-1 LPS/ATP IL-1B secretion, AlphaLISA, 16 h; active compounds read low; in the data active = activity change below about -50%; inconclusive = mostly about -30% to -49%; note: % is set by controls: 0 for no effect and ±100 for the full control effect
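THP-1 cells pretreated 1 hr with compounds (up to 57.5 uM final), then stimulated with LPS (250 ng/mL final) plus ATP (1.25 mM final); secreted IL-1B measured by AlphaLISA after 16 hr, decreased signal indicating inhibition.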
HT1080 IDH1KD tx = toxicity to HT-1080 IDH1 knockdown cells (counter line). HT-1080 IDH1 knockdown viability, ATP luminescence, 48 h. Potency, µM (highest dose often 46.1 µM), for inactives: at the top dose activity, negative = toxicity, actives largely listed as cytotoxic. actives 2% (n = 360,000). AID 686971;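 note: potency is the fitted concentration of half-maximal effect; 0% = DMSO wells and -100% = cell-free medium wells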
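Cytotoxicity counter-line: IDH1KD HT-1080, 48 h, CellTiter-Glo. Curves classed by r2, magnitude and activity.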
HT1080-NT tox = kills 2HG-producing HT-1080-NT fibrosarcoma cells. HT-1080-NT fibrosarcoma viability, CellTiter-Glo ATP luminescence, 48 h. actives 1.6% (n = 360,000). Potency, µM (titrated, usually from 46.1 µM), without a hit: top-dose activity, negative = less viability, usual class: cytotoxic;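 note: NT is the 2HG producing partner of a matched IDH1 knockdown line; potency is the fitted concentration of half-maximal effect; 0% = DMSO-treated cells and -100% = media-only wells without cells; nearly all actives have a fitted effect of over 55% in size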
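Luminescent CellTiter-Glo readout after 48 hours of compound exposure at 37 degrees C defined viability of HT-1080-NT cells. Activity was normalized to DMSO wells and cell-free media wells; concentration-response curves were fitted and assigned curve classes.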
MCF10A rereplic = DNA re-replication induction in MCF 10a cells | actives 2.9% (n = 350,000) | MCF 10A DNA re-replication, Hoechst nuclear intensity, 48 h | Potency, µM (series often up to 46.1 µM), for the others: at the top dose activity, positive = re-replication, hits mostly activators; note: potency is the fitted concentration of half-maximal effect; % of control where 0% means no effect; nearly all actives have a fitted effect of over 50% in size
SW480 rereplic = DNA re-replication induction in SW480 cells; SW480 DNA re-replication, Hoechst DNA content imaging, 48 h; Potency, µM (titrated, usually from 46.1 µM), for inactives: at the highest dose re-replication activation, actives largely listed as activators; actives 1.8% (n = 340,000); AID 624297; note: potency is the fitted concentration of half-maximal effect; % of control where 0% means no effect; nearly all actives have a fitted effect of over 55% in size
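Per well, 250 cells were exposed to pinned compound for 48 hr. Nuclear DNA was visualised with Hoechst (40 min, 37 C) and total object intensity recorded by fluorescence scanning.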
KB-3-1 tox = KB-3-1 parental cell cytotoxicity; actives 1.4% (n = 400,000); Potency, µM (highest dose often 46.1 µM), without a hit: at the top dose activity change, negative = cytotoxic, most hits filed as cytotoxic; AID 1347075; KB-3-1 viability, CellTiter-Glo ATP luminescence, 72 h; note: potency is the fitted concentration of half-maximal effect; % is set by controls: 0 for no effect and ±100 for the full control effect; nearly all actives have a fitted effect of over 60% in size
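KB-3-1 cells, DMEM (no phenol red) + 10% FBS; compound by pin transfer, 72 h, 37 °C. Readout: CellTiter-Glo luminescence after 10 min. Data normalized, curve-fitted.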
ATXN2 expr inh = ATXN2 expression inhibition | HEK-293 ATXN2-luciferase reporter, luminescence, 24 h | actives 0.72% (n = 360,000) | AID 1745845 | Potency, µM (series often up to 57 µM), for inactives: top-dose activity change, negative = inhibition, hits mostly inhibitors; note: potency is the fitted concentration of half-maximal effect; % is set by controls: 0 for no effect and ±100 for the full control effect; nearly all actives have a fitted effect of over 55% in size
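qHTS (up to 57 uM final) was run with 24 h compound exposure of reporter cells at 37 °C. Each well was multiplexed: SteadyGlo luminescence measured ATXN2-luciferase expression after a fluorogenic Gly-Phe-AFC viability readout (25 uM final).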
ATXN viability = viability counter-screen for ATXN expression inhibitors | S2 cells (HEK-293 line with an ATXN2-luciferase reporter) viability, CellTiter-Fluor protease fluorescence, 24 h | Potency, µM (highest dose often 56.7 µM), usual class: cytotoxic | actives 0.49% (n = 400,000); note: potency is the fitted concentration of half-maximal effect; nearly all actives have a fitted effect of over 40% in size
Starred values were filed as active, the others as inactive; i = inactive; ? = inconclusive; / = no result given; & = joins results of further samples; [ ] = another dose, or the depositor's remark. Unless noted, calls come from the whole dose curve; as a rule, active = well fitted curve in the direction sought with a large enough effect; inconclusive = small, poorly fitted or top-dose-only effect, or another doubt; inactive = no such curve, though single readings can be large; an effect the other way counts as inactive or inconclusive.

SMILES | KB-V1 cytotox | IL1B secr inh | HT1080 IDH1KD tx | HT1080-NT tox | MCF10A rereplic | SW480 rereplic | KB-3-1 tox | ATXN2 expr inh | ATXN viability
Cn1cccc1/C=N/NC(=O)Cc1cccc2ccccc12 | -24% | 34 | ? | -14% | 1% | 8% | -10% | -20%[11.3 µM] | i
CN1CCN(CCCNC(=O)c2ccc(/C=C3/Sc4ccccc4N(Cc4cccc(Cl)c4)C3=O)cc2)CC1 | ? | -4 | -26% | 28% | ? | ? | 0% | / | ?
O=C(Cc1c(F)cccc1Cl)Nc1ccncc1 | ? | -8 | 0% | 4% | ? | ? | -15% | 4% | i
Cc1cccc(C(=O)N[C@H](C(=O)Nc2ncc(C)s2)C(C)C)c1 | 16µM* | ? | -25% | -23% | 25% | ? | ? | 8.4µM* | i
COC(=O)c1ccc(C(=O)OCCCc2nc3ccc(N)cc3[nH]2)cc1 | ? | -1 | 0% | -2% | 0% | 3% | 7% | 5% | i
CC1CC(C)CN(C(=O)c2ccc(N3CC4CC(C3)c3cccc(=O)n3C4)c([N+](=O)[O-])c2)C1 (configuration not stated) | ? | -19 | 0% | 11% | -10% | ? | 24% | -2% | i
COc1ccc(-n2c(CNC(=O)COc3ccc(Cl)cc3)n[nH]c2=S)cc1 | 6% | 33 | 8% | 3% | ? | -3% | 22% | 3% | i
CSc1nc(Oc2ccc(=O)[nH]n2)nc(N(C)C)n1 | 0% | 8 | 7% | 9% | 2% | -8% | 8% | 4% | i
O=c1c(C/C=C/c2ccccc2)c(O)ccn1Cc1cccc(Cl)c1 | -16% | 22 | 0% | 0% | -11% | -36%[inhibitor] | -2% | 3% | ?
CCOC(=O)N1CCC(c2[nH][nH]c(=O)c2C)CC1 | 20% | 0 | 10% | 16% | -3% | -2% | -2% | -7% | i
CCCCC(CC)CN1CN(CC(CC)CCCC)CC(C)(N)C1 (configuration not stated) | -9% | -20 | 5% | -2% | 11% | 14% | 0% | 1%&-9% | i
COCCNC(=O)Nc1ccc2c(c1)N(C)C(=O)c1ccccc1S2 | -4% | -2 | 0% | -5% | 12% | 1% | 10% | -1% | i
CCN(CC(=O)Nc1c(C(=O)OC)[nH]c2ccc(Cl)cc12)c1ccc2c(c1)OCO2 | ? | -8 | -18% | -21% | ? | 8% | -22% | -17% | i
CCOC(=O)N1CCN(C(=O)c2ccc3c(c2)N(Cc2ccc(C)cc2)CCS3)CC1 | 3.3µM* | -3 | -14% | 2% | ? | 8% | ? | ? | i
O=[N+]([O-])c1ccccc1/C=N/NC1=NCCN1 | 0% | -7 | 0% | -1% | -5% | -6% | -5% | -6% | i
Cc1ccc(C)c(NC(=O)c2cc(=O)c3ccccc3o2)c1 | 15µM* | -7 | 27% | 14% | ? | 0% | 25% | 59%[activator] | i
Cc1ccc(S(=O)(=O)Nc2ccnc(-c3cccnc3)n2)cc1 | 15% | 23 | -1% | 11% | -2% | 1% | 13% | 10% | i
Cc1ccccc1OCCn1c(S(=O)(=O)O)nc2c(N)ncnc21 | 17% | 16 | 13% | 16% | -2% | -8% | -2% | -6% | i
O=C(NNC(=S)NCc1ccccc1)c1cccnc1 | ? | 12 | 13% | ? | 7% | -3% | 1% | 3% | i
N#C/C(=C/c1ccncc1)c1nc2ccccc2c(=O)[nH]1 | -1% | 17 | -14% | -16% | 6% | ? | -10% | -10% | i
COC(=O)[C@@]12C[C@@H](CC(=O)NCc3cccs3)C(=O)N(Cc3cccc4ccccc34)C1=CCC(C)(C)C2 | 16µM* | -20 | ? | ? | / | / | ? | / | /
O=C(COC(=O)Cc1ccccc1F)Nc1ccc(F)cc1F | ? | -1 | 25% | 9% | -1% | 3% | -2% | -10% | i
CC1CCCN(S(=O)(=O)c2cnc[nH]2)C1 (configuration not stated) | -18% | -6 | -3% | -10% | -6% | -4% | -7% | / | i
CCSc1nnc(NC(=O)C2CCCCC2C(=O)OCC(F)(F)C(F)F)s1 (configuration not stated) | -3% | 9 | -3% | ? | 1% | 3% | 0% | 1% | i
O=C(NCC1CCC(C(=O)O)CC1)OCc1ccccc1 (configuration not stated) | 12% | 3 | 8% | 8% | -7% | -4% | 20% | -12% | i

Among those listed so far, these have a nitro group on carbon.
SMILES | KB-V1 cytotox | IL1B secr inh | HT1080 IDH1KD tx | HT1080-NT tox | MCF10A rereplic | SW480 rereplic | KB-3-1 tox | ATXN2 expr inh | ATXN viability
CC1CC(C)CN(C(=O)c2ccc(N3CC4CC(C3)c3cccc(=O)n3C4)c([N+](=O)[O-])c2)C1 (configuration not stated) | ? | -19 | 0% | 11% | -10% | ? | 24% | -2% | i
O=[N+]([O-])c1ccccc1/C=N/NC1=NCCN1 | 0% | -7 | 0% | -1% | -5% | -6% | -5% | -6% | i

(further entries)
SMILES | KB-V1 cytotox | IL1B secr inh | HT1080 IDH1KD tx | HT1080-NT tox | MCF10A rereplic | SW480 rereplic | KB-3-1 tox | ATXN2 expr inh | ATXN viability
O=C(Nc1ncc(Cc2cccc(Cl)c2)s1)c1cccs1 | 13µM* | -25 | ? | ? | ? | 14% | ? | 30% | i
Cc1ccc(-c2cn3c(n2)sc2cc(C(=O)NCc4cccs4)ccc23)c(C)c1 | -27% | / | / | / | / | / | 2% | 47%[activator] | i
CCc1ccc(C(=O)NNc2ccc(F)cc2F)cc1 | 7% | -6 | -10% | -5% | ? | -3%[9.22 µM] | ? | -7% | i
NC(Cc1ccc(O)cc1)c1cn([C@@H](CCC(=O)O)C(=O)N2CCNCC2)nn1 (some centres not stated) | -6% | 33 | 1% | 17% | 19% | -12% | 9% | -6% | i
CC(=O)N1CCN(c2ccc(NC(=O)c3ccc4c(c3)OCCO4)cc2Cl)CC1 | ? | -88* | -20% | -21% | ? | -4% | -13% | 19% | i
O=C(c1cccc(N2C(=O)C3C4C=CC(C4)C3C2=O)c1)N1CCCCCC1 (configuration not stated) | -3% | 8 | 5% | 9% | 2% | -1% | 4% | 3% | i
CC(C)[C@H](NC(=O)c1ccccc1F)C(=O)OCC(=O)Nc1sccc1C(N)=O | 7% | 29 | 6% | 4% | 4% | -12% | 11% | -32% | i
Cc1ccc(NC(=O)c2nc[nH]c2C(=O)NCCN(CCNC(=O)c2[nH]cnc2C(=O)Nc2ccc(C)cc2)CCNC(=O)c2[nH]cnc2C(=O)Nc2ccc(C)cc2)cc1 | ? | ? | 9% | 10% | -7% | -30% | ? | -2% | i
O=C(NCc1ccco1)c1ccc(Cn2cc([N+](=O)[O-])cn2)o1 | 6% | -12 | -1% | 6% | -10% | -2% | 3% | -6% | i
Cc1cc(-c2nnc(SCC(=O)Nc3ccc(Br)cc3F)n2N)n[nH]1 | -9% | 60 | -14% | ? | 0% | 3% | 3% | -11% | i
CCCN1CCN(CC(=O)Nc2nnc(CC)s2)CC1 | 0% | 6 | -4% | -6% | ? | -58%[inhibitor] | 11% | -5% | i
Cc1onc(-c2ccccc2)c1-c1nnc(COC(=O)c2ccc(N(C)C)cc2)o1 | ? | 22 | -12% | -10% | / | / | 11% | / | ?
O=C(O)C1C2CCC(O2)C1C(=O)Nc1ccc(F)c(Cl)c1 (configuration not stated) | -4% | 10 | -16% | -3% | 20% | -2% | -8% | / | i
CC(=O)Oc1ccc(N(C(C)=O)S(=O)(=O)c2ccc3ccccc3c2)cc1Br | -2% | -50* | -26% | -28% | 13µM* | 6% | -2% | -26% | i
CCN(CC)S(=O)(=O)c1cccc(-c2nnc(SCC(N)=O)n2C)c1 | 1% | 10 | -3% | 7% | 13% | -8% | -18% | 7% | /
CCS(=O)(=O)c1ccc(N)cc1 | ? | 10 | -4% | 0% | 1% | -35%[inhibitor] | -5% | -1% | i
O=C(O)c1ccc(Nc2ccc(Cl)c(Cl)c2)c([N+](=O)[O-])c1 | 2% | 40 | -1% | -1% | 2% | -8% | 19% | -3% | i
CCOCc1c(C(=O)Nc2ccccc2N2CCN(C)CC2)oc2ccccc12 | ? | -57* | -9% | -7% | 28% | 22% | ? | -18% | i
COc1ccc(-c2cc(-c3ccccc3)n[nH]2)c(O)c1 | ? | -93* | -20% | -7% | ? | -12% | -9% | 132%[activator] | ?
CCN1CCN(CC(=O)NC2CCCCC2)C(=O)C1=O | 5% | 5 | 0% | -1% | 7% | -6% | -4% | -7% | i
COCCNC(=O)C1(C)CCCN(Cc2ccc(Cl)c(Cl)c2)C1 (configuration not stated) | -1% | 14 | 7% | 24% | / | / | -3% | -16% | i
Cc1ccc(Nc2nnc(-c3ccc4c(c3)OCO4)o2)c(C)c1 | 2% | ? | 10% | 0% | 10% | -4% | 1% | / | i
CN(Cc1ccccn1)C(=O)CC1C(=O)NCCN1Cc1cccc(Oc2ccccc2)c1 (configuration not stated) | -14% | -15 | 2% | 2% | -1% | 4% | -6% | -6% | i
COc1ccc(N(CC(=O)Nc2ccc(C)c(C)c2)C2=NC3CS(=O)(=O)CC3S2)cc1 (configuration not stated) | 14% | -14 | 15% | 9% | 0% | -5% | 4% | 9% | ?
CC(=O)NC(C)(c1ccccc1)c1nc(-c2cc(F)cc(F)c2)cs1 (configuration not stated) | 1% | 41 | -11% | -17% | / | / | 0% | 3% | i
CC(=O)N1CCN(CC(C)(C)NS(=O)(=O)c2ccc(C)cc2)CC1 | -21% | 41 | 14% | 1% | 1% | -21% | -3% | -2% | i
COc1ccc(CCNC(=O)CCC(=O)Nc2ccccc2[N+](=O)[O-])cc1OC | 5% | -1 | 1% | -6% | 2% | -2% | -5% | -14% | i
COc1cc(OC)cc(C(=O)NCC(=O)OCC(=O)Nc2cc(S(C)(=O)=O)ccc2Cl)c1 | 2% | 38 | 9% | 6% | 10% | -6% | -2% | / | i
Cc1cccc[n+]1CC(=O)c1ccc2c(c1)OCCO2 | 21% | 19 | 4% | 4% | 3% | 7% | 5% | 10% | i

Some entries already given, showing only KB-V1 cytotox and KB-3-1 tox:
Molecule | KB-V1 cytotox | KB-3-1 tox
CCc1ccc(C(=O)NNc2ccc(F)cc2F)cc1 | 7% | ?
NC(Cc1ccc(O)cc1)c1cn([C@@H](CCC(=O)O)C(=O)N2CCNCC2)nn1 (some centres not stated) | -6% | 9%
